# Source: PubChem BioAssay (NMMLSC)
# RGS4-Gao reg: modulates binding of RGS4 to human Galphao | P09471 | binding response (% of control), % at 10 µM | AID 1415 | 0.33% of 220,000 active | Multiplexed bead flow cytometry; actives lie on both sides; in the data active means binding response below about 49% or above about 150%; inactive means in between;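 further: fluorescent Galphao activated with aluminum fluoride binding bead-coupled RGS4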
# RGS7-Gao: human RGS7-Galphao interaction regulation. P09471. Multiplexed bead flow cytometry, RGS7-Galphao binding; actives lie on both sides. binding response (% of control), % at 10 µM. 0.35% of 220,000 active; in the data active means binding response below about 49% or above about 150%; inconclusive means no clear call, values can overlap the other calls; inactive means in between;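 further: fluorescent Galphao held in activated GDP-AlF4 state binding bead-coupled RGS7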
# GSH bead fluor: compound fluoresces at 488/530 nm on GSH beads. 0.25% of 190,000 active. AID 1776. GSH beads flow cytometry, compound fluorescence 488/530 nm; hits give high values. fluorescence (KMESF) at 10 µM; in the data active means fluorescence above about 89;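 further: glutathione beads carrying GST-tagged Bcl family fusion proteins plus one bare bead set; values are compound well signal with DMSO vehicle wells as background; inactives centre near 16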
# Bim-Bcl-B: inhibitors of Bim-Bcl-B interaction, human | AID 951 | 0.073% of 190,000 active | inhibition, % at 10 µM | bead-based flow cytometry, Bim peptide-Bcl-B binding;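 further: 0% = tracer peptide without compound and 100% = reference inhibitor peptide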
# Target sequence (Q9HD36 whole entry, looked up): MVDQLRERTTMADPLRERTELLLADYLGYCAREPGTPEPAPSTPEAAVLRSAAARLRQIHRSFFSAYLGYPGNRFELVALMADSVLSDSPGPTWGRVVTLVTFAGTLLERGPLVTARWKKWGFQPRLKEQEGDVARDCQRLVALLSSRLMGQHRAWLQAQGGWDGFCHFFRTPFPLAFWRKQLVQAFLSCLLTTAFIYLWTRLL
# Bcl-W Bim block: inhibitors of Bim-Bcl-W interaction, human | bead-based flow cytometry, Bim peptide-Bcl-W binding | inhibition, % at 10 µM | 0.02% of 190,000 active | AID 952;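 further: 0% = bound tracer without compound and 100% = peptide blocker; higher means less fluorescent Bim peptide bound to Bcl-W beads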
# Bfl-1 Bim block: disrupts Bim binding to human Bfl-1; Bead-based flow cytometry, Bim-Bfl-1 binding inhibition; 0.12% of 190,000 active; inhibition, % at 10 µM; Q16548;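 further: 0% = wells without compound plus tracer and 100% = blocker peptide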
# ABCB1 inh: blocks JC-1 efflux by human ABCB1 transporter; P08183; CCRF-Adr cells, flow cytometry; inhibition, % at 6.6 µM; 0.067% of 190,000 active; AID 1326; in the data active means inhibition above about 40%;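 further: 0% = vehicle and 100% = reference inhibitor; higher value means more JC-1 retained so stronger ABCB1 efflux block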
# Bim-Bcl-XL: inhibitors of Bim-Bcl-XL interaction, human. Q07817. Bim peptide-Bcl-XL binding, bead flow cytometry, fluorescence. inhibition, % at 10 µM. 0.04% of 190,000 active. AID 1007
# Target sequence (Q07817 whole entry, looked up): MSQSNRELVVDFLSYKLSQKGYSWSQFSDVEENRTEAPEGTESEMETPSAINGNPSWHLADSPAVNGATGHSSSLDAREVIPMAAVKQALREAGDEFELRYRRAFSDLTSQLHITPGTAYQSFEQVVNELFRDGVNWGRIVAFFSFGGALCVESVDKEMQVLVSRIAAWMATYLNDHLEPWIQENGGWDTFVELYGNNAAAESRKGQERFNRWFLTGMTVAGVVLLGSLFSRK
# Avidin fluor: avidin bead compound fluorescence profile | Avidin beads, compound fluorescence 488/530 nm, flow cytometry; hits give high values | fluorescence (KMESF) at 10 µM | 0.38% of 220,000 active | AID 1775; in the data active means fluorescence above about 47; further: inactives centre near 10
# Bim-Bcl-2: human Bim-Bcl-2 interaction inhibition. Bead-based flow cytometry, Bim peptide-Bcl-2 binding. inhibition, % at 10 µM. 0.06% of 190,000 active; in the data active means inhibition above about 40%; inconclusive means no clear call, values can overlap the other calls;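 further: 0% = no compound wells with probe peptide and 100% = reference peptide inhibitor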
# ABCG2 inh: inhibitors of human ABCG2 transporter, ABCB1 counter-screen; Q9UNQ0; IgMXP3 cells, JC-1 efflux, flow cytometry; inhibition, % at 6.6 µM; 0.1% of 190,000 active; AID 1325;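 active means inhibition above 80%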;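 further: 0% = DMSO and 100% = nicardipine control wells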
# Target sequence (Q9UNQ0 whole entry, looked up): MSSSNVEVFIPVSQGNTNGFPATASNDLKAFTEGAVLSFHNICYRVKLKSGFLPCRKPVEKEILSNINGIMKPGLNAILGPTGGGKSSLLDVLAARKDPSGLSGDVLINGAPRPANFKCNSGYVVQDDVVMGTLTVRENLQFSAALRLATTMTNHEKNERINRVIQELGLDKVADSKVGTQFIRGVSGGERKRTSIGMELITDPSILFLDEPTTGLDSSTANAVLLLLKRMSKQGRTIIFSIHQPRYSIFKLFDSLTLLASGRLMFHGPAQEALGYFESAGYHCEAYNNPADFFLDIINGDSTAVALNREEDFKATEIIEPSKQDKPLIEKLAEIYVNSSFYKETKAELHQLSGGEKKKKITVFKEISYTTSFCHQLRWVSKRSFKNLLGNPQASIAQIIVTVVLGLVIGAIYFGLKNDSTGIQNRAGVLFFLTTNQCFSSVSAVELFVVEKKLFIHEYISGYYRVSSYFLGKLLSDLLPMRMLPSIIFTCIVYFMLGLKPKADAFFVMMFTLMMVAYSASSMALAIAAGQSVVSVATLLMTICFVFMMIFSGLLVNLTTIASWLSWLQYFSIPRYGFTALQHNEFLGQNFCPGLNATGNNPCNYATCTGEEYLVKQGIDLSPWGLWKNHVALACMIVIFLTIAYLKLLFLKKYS
#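 Read-out basis: Efflux inhibition in percent versus controls | Test system: ABCG2 IgMXP3 and barcoded ABCB1 CCRF-Adr cell mix | Quantity: 3 million cells/mL in well | Schedule: 10 min at 25 °C | Control set: Nicardipine as high control, DMSO as low control | Reagent: JC-1 as fluorescent efflux pump substrate | Signal: Flow cytometry of retained JC-1 fluorescence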
# Numbers without * were called inactive; ? = inconclusive; · = not tested or not shown. Unless noted, no stated cut-off is given here; in the data, active means inhibition above about 40%.
SMILES,RGS4-Gao reg,RGS7-Gao,GSH bead fluor,Bim-Bcl-B,Bcl-W Bim block,Bfl-1 Bim block,ABCB1 inh,Bim-Bcl-XL,Avidin fluor,Bim-Bcl-2,ABCG2 inh
Cc1cc(-c2nnc(SCC(=O)Nc3ccccn3)o2)no1,104,101,15,-4,-1,-5,-0.5,0,13,-2,7
CC(C)Cn1c(CNC(=O)c2ccccc2)nc2ccccc21,100,98,16,-3,-6,-7,1.4,-7,6,-3,21
CCn1cnc2sc(C(=O)Nc3ccc4c(c3)OCO4)c(C)c2c1=O,101,101,8,-1,9,-10,0.4,0,8,-2,2
CCn1c(SCC(=O)Nc2nc3ccc(OC)cc3s2)nc2c1c(=O)n(C)c(=O)n2C,97,95,27,-8,-1,-12,1.9,-3,11,-12,4
COc1ccccc1Oc1nc([N+](=O)[O-])nn1CC(N)=O,101,93,10,1,0,-3,-0.2,1,6,2,-1
COc1ccc(-c2csc(NC(=O)c3ccccc3NS(=O)(=O)c3ccc(C)cc3)n2)cc1,86,85,11,6,1,9,-0.5,1,6,0,3
CCOc1cccc(Oc2ccc(C(F)(F)F)cn2)c1,102,100,17,0,0,0,0.5,-2,10,-1,5
COc1ccc(/C=C2\N=C(c3c(-c4ccccc4)noc3C)OC2=O)cc1OC,104,103,7,-2,8,-11,1.7,0,10,-3,7
COc1ccc(CC(=O)NNC(=O)CSc2nnc(Cc3ccc(OC)cc3)n2-c2ccccc2)cc1,102,105,16,-14,-3,-12,-0.1,-12,16,-3,-2
c1ccc(N2CCN(c3nc4ccccc4[nH]3)CC2)nc1,102,101,12,-2,-2,-7,-0.1,-4,22,0,0
CC1(C)CNC(=O)CC(C)(C)N1O,89,84,29,-3,-1,-2,0.1,-4,1,-4,0
COc1ccc(-c2cc(C(=O)Nc3cccc(C(C)=O)c3)no2)cc1,95,92,40,-10,0,-13,0.1,3,4,-6,4
Cc1cc(Nc2ccccc2)n(C(=O)c2ccc(Cl)cc2)n1,88,91,20,-13,-6,-5,0.3,-9,22,-3,3
Cc1ccc(C(=O)NCC(C)(C)N2CCOCC2)s1,102,102,16,0,-2,-1,0.1,-1,35,2,0
Cc1cc(S(=O)(=O)Nc2ccc(C(=O)N3CCN(C(=O)c4ccco4)CC3)cc2)ccc1F,97,101,24,-8,0,-11,0.7,-3,24,-6,7
Cc1ccc(CSc2nnc(SCC(=O)N/N=C/c3c[nH]c4ccccc34)s2)cc1,98,101,11,-2,0,-4,-1.0,0,8,2,-5
CCOc1ccc(CCNC(=O)CCc2c(C)nc3ncnn3c2C)cc1OCC,100,100,22,-8,-2,-21,0.9,-5,27,-12,14
CCSc1nnc(NC(=O)CC)s1,96,94,13,-3,4,-1,0.2,0,6,0,1
O=S(=O)(c1ccc(Cl)cc1)N1c2ccccc2Oc2nc3ccccc3nc21,98,97,16,0,0,0,-0.6,-1,8,-1,-2
COc1ccc(N2C(=O)C3CCCN3C2c2cccc(C)c2)cc1Cl (stereo not given),102,101,36,-9,-3,-5,-0.1,0,10,-7,3
COc1cccc(OC)c1OCCCc1c(C)n[nH]c1C,104,104,15,-2,-4,0,-0.1,-3,8,0,1
CCOC(=O)c1c(C)[nH]c(C)c1C(=O)CSc1nc2ccccc2c(=O)n1-c1ccccc1C,95,98,12,-9,-6,-1,21,-8,2,-6,23
O=c1c(Cl)c(NCCO)cnn1-c1cccc(Cl)c1,98,?,14,-1,0,-5,0.1,-1,9,-1,7
O=C(Nc1cc(C(F)(F)F)ccc1Cl)C1CCN(c2nnc(-n3cccc3)s2)CC1,101,98,18,0,3,-11,1.5,-3,35,-4,42
CCc1c(C(=O)Nc2ccc(OC)cc2)[nH]c(C)c1C(C)=O,102,101,24,-6,-2,-3,0.3,-4,13,-3,2
CSc1nsc(SCC(=O)Nc2ccc3c(c2)OCCO3)n1,104,102,38,-9,-3,-19,0.5,-10,13,-15,48
O=C(CS(=O)(=O)c1c[nH]c2ccccc12)N1CCCCC1,81,80,16,-6,-2,-3,0.9,-4,5,-1,11
CC1=CCC(C(=O)O)(C(=O)N/N=C/c2cccs2)C(c2ccc(Cl)cc2)C1 (stereo not given),95,91,52,-6,3,-8,-0.1,-6,7,-4,5
Cc1cc(C(F)(F)F)c(C#N)c(SCC(=O)Nc2nc3ccccc3s2)n1,99,100,21,·,·,·,2.7,·,5,?,3
CCOc1ccc(S(=O)(=O)N2CCN(C)CC2)c(C)c1C,101,100,36,-6,-10,-11,2.4,-8,13,-9,13
CCN=C1S/C(=C\c2ccc(-c3cccc(C(=O)O)c3)o2)C(=O)N1CC,102,97,12,3,1,0,-0.7,0,11,1,-2
O=C(C[n+]1ccccc1)N1c2ccccc2Sc2ccccc21,99,94,28,0,0,4,0.3,0,8,0,2
NC1=NS(=O)(=O)NC1c1ccc(Br)cc1 (stereo not given),102,97,8,-2,0,-4,-0.2,0,8,6,-1
O=C(C[n+]1cnn(CC(=O)c2ccc(Cl)cc2Cl)c1)c1ccc([N+](=O)[O-])cc1,94,78,13,2,-4,0,-0.2,0,6,4,-2
CCOC(=O)CNC(=S)n1cnc(N)n1,102,112,67,-6,-5,1,0.2,0,21,-3,15
CC(=O)C1C(c2ccc3ncccc3c2)NC(=O)NC1(O)C(F)(F)F (stereo not given),102,97,23,-6,2,-23,0.8,-5,27,-9,38
COC1=CC(=O)OC12CCCCC2,100,99,29,0,-2,-1,-0.5,-9,7,2,-1
CCn1c(C)nc2cc(C(=O)N=Nc3c(O)[nH]c4ccccc34)ccc21,104,103,4,-7,-7,-3,-0.1,-9,13,-4,2
CN1CCN(NC(=O)CC(C)(C)C)CC1,91,?,16,-4,-1,-3,-0.1,-3,8,-2,0
O=C(c1cccs1)N1CCN(S(=O)(=O)N2CCCCC2)CC1,95,96,16,0,-1,-1,0.3,2,11,-1,0
CCN(CC)CCN1C(=O)C(O)=C(C(=O)c2sc(C)nc2C)C1c1cccnc1 (stereo not given),117,110,52,-3,-3,-5,0.0,-5,11,-6,0
CNCC(=O)N(CC(C)C)c1c(N)n(CC(C)C)c(=O)[nH]c1=O,99,?,16,2,-3,5,0.7,0,13,0,6
CC1CC(C)CN(CC(O)COc2ccc3c(c2)CCC3)C1 (stereo not given),102,103,12,1,2,0,0.7,2,8,3,3
CCC(=O)NC(=S)Nc1ccc(NC(=S)NC(=O)c2ccc(C)cc2)cc1,96,97,15,0,0,2,-0.4,0,7,0,-1
COc1cc(C(=O)NCc2ccncc2)cc(OC)c1OC,100,100,10,-2,-1,-4,0.0,0,11,0,0
CNC(=O)NCCN1CCCC1=O,100,99,33,-8,-2,-5,0.0,-5,17,-5,-2
O=C1C(c2ccncc2)N(CCC2=CCCCC2)C(=O)CN1C1CCCCC1 (stereo not given),105,103,14,-5,-5,-4,1.3,-6,23,-5,2
O=C(CSc1nnc(C2CC2)n1Cc1ccccc1)N1CCN(S(=O)(=O)c2ccccc2)CC1,100,100,25,-10,-4,-23,0.3,-9,34,-8,13
O=C(CN1CCN(Cc2ccccc2)C1=O)NCc1cccs1,98,95,19,0,4,-7,-1.9,0,9,-3,-1
COc1cccc(NC(=O)N2CCCC2C(=O)NCC(C)C)c1 (stereo not given),103,108,60,1,1,1,0.8,-5,3,3,2
C=CCn1c(N)cc(=O)nc1SCC(=O)N1CCN(c2ccc(F)cc2)CC1,99,96,15,-2,-1,-1,0.6,-1,35,0,2
CCC(=O)Oc1ccc(C(=O)Nc2ccc3c(c2)OCO3)cc1,103,100,15,-1,1,-3,0.1,-3,7,-1,2
COc1ccc(O)c(C(=O)c2cnn(C(=O)c3cc(C)oc3C)c2)c1,103,101,9,-11,-1,-15,0.3,-6,10,-16,4
CC(Oc1ccc(Cl)cc1Cl)C(=O)/C=C/N(C)C (stereo not given),100,102,25,-7,0,-8,0.2,-4,6,-8,1
CCCOc1ccc(N2C(=O)CC(SCc3nc4ccccc4[nH]3)C2=O)cc1 (stereo not given),105,101,11,-1,0,-12,0.5,-2,12,-1,3
CC(=O)n1cc(Nc2ccc([N+](=O)[O-])cc2)c2ccccc21,100,?,12,1,-3,2,1.1,1,13,3,12
COc1ccc(CNC(=O)Cn2cnc3c(=O)n(C)c(=O)n(C)c32)cc1,97,96,24,-8,0,-10,0.5,-4,17,-4,1
COc1cccc(C2CC(c3ccc(Br)cc3)=NN2C(=O)c2ccncc2)c1OC (stereo not given),93,92,21,-1,3,8,0.3,7,8,12,-3
CCCOc1ccc(CNC(=O)Cn2c(=O)oc3ccccc32)cc1,100,101,27,-7,-1,-8,0.9,-3,7,-6,4
O=C(Nc1ccc2nc(-c3ccccc3)oc2c1)c1ccco1,98,100,28,-4,0,-2,-0.4,-1,13,0,2

# By substructure: the compounds so far with a nitro group on carbon (3)
SMILES,RGS4-Gao reg,RGS7-Gao,GSH bead fluor,Bim-Bcl-B,Bcl-W Bim block,Bfl-1 Bim block,ABCB1 inh,Bim-Bcl-XL,Avidin fluor,Bim-Bcl-2,ABCG2 inh
COc1ccccc1Oc1nc([N+](=O)[O-])nn1CC(N)=O,101,93,10,1,0,-3,-0.2,1,6,2,-1
O=C(C[n+]1cnn(CC(=O)c2ccc(Cl)cc2Cl)c1)c1ccc([N+](=O)[O-])cc1,94,78,13,2,-4,0,-0.2,0,6,4,-2
CC(=O)n1cc(Nc2ccc([N+](=O)[O-])cc2)c2ccccc21,100,?,12,1,-3,2,1.1,1,13,3,12

# Next section.
SMILES,RGS4-Gao reg,RGS7-Gao,GSH bead fluor,Bim-Bcl-B,Bcl-W Bim block,Bfl-1 Bim block,ABCB1 inh,Bim-Bcl-XL,Avidin fluor,Bim-Bcl-2,ABCG2 inh
Cc1cccc(NC(=O)c2cn(-c3ccccc3)nc2-c2ccccc2)c1,101,102,7,-2,0,-1,-0.3,-2,2,0,-2
O=C(CSc1nnc(Cc2ccccc2)o1)N1CCOCC1,99,99,30,-9,0,-17,1.4,-5,11,-10,-1
COc1ccc(N2C(=O)[C@@H]3[C@H](C2=O)[C@H](C(=O)c2ccc(OC(C)=O)cc2)N2N=CC=C[C@@H]32)cc1,99,104,18,3,4,4,-0.6,0,14,0,-5
O=C(CSc1nnc(CNc2ccccc2)o1)N1CCCc2ccccc21,98,97,25,0,1,0,0.6,0,4,-1,1
NC1=NC(=O)/C(=C\c2ccc(O)c([N+](=O)[O-])c2)S1,103,98,7,26,26,5,0.8,34,10,18,13
Cc1ccc(NC(=O)c2cccs2)cc1,103,105,35,-6,0,-18,1.1,-7,13,-9,63
COn1c(-n2nc(C)cc2C)nc2ccccc2c1=O,95,95,14,-2,1,0,0.3,2,33,0,2
COc1cc(C2C3=C(Nc4ncnn42)c2ccccc2CC3)cc(OC)c1OC (stereo not given),97,97,10,3,16,4,0.0,0,16,2,0

# Molecules listed so far containing a COOH group:
SMILES,RGS4-Gao reg,RGS7-Gao,GSH bead fluor,Bim-Bcl-B,Bcl-W Bim block,Bfl-1 Bim block,ABCB1 inh,Bim-Bcl-XL,Avidin fluor,Bim-Bcl-2,ABCG2 inh
CC1=CCC(C(=O)O)(C(=O)N/N=C/c2cccs2)C(c2ccc(Cl)cc2)C1 (stereo not given),95,91,52,-6,3,-8,-0.1,-6,7,-4,5
CCN=C1S/C(=C\c2ccc(-c3cccc(C(=O)O)c3)o2)C(=O)N1CC,102,97,12,3,1,0,-0.7,0,11,1,-2
